GAA spleen mod – qHTS Assay for Inhibitors and Activators of Human alpha-Glucosidase From Spleen Homogenate. hit rate 0.006% among 240,000. human spleen homogenate, 4-MU-alpha-glucoside fluorescence. Potency, µM (titrated, usually from 79.9 µM), inactives show top-dose activity change, negative = inhibition, most hits filed as inhibitors. AID 2112, 2009;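 also: 0% = enzyme with vehicle and -100% = no enzyme basal signal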
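AC50 values come from Hill-equation fits of concentration-response data, normalized to no-enzyme and full-activity controls. Enzyme source: 1 ug human spleen homogenate; 1 mM fluorogenic 4-MU glucoside, pH 5.0 citrate buffer, 37 C, 40 min.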
GAA inhib – qHTS Assay for Inhibitors of Human alpha-Glucosidase as a Potential Chaperone Treatment of Pompe Disease; Lysosomal alpha-glucosidase (Homo sapiens), P10253; purified human GAA, 4-MU-alpha-glucoside fluorescence; Potency, µM (titrated, usually from 76.9 µM), without a hit: top-dose activity change, negative = inhibition, most hits filed as inhibitors; hit rate 0.005% among 200,000; AID 1466, 2008;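 also: plate controls were uninhibited enzyme wells for no effect and no-enzyme background for full effect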
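Human alpha-glucosidase, 4 nM, pre-mixed with test compounds before 400 uM 4-methylumbelliferyl substrate; 20 min room temperature at pH 5.0. Fluorescence read after pH 10 stop; AC50 values from Hill-equation fits.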
NPSR antag – qHTS Assay for Antagonists of the Neuropeptide S Receptor: cAMP Signal Transduction | Q6W5P4 | CHO-NPSR cells, cAMP TR-FRET, antagonist mode | Potency, µM (titrated, usually from 38.3 µM), inactives show at the top dose activity change, negative = inhibition, actives largely listed as inhibitors | hit rate 1% among 220,000 | AID 1461, 2008; also: % is scaled to controls: 0 for no effect and ±100 for the full control effect; nearly all actives have a fitted effect of over 50% in size; many of its hits are not listed in these tables
Epigenetic reg – Quantitative High-Throughput Screen for Regulators of Epigenetic Control; murine LDR cells, GFP reporter derepression, 30 h; Potency, µM (doses to about 53.9 µM), for inactives: at the top dose GFP activation, usual class: activators; hit rate 0.2% among 280,000; AID 1865, 2009; also: % of control where 0% means no effect; nearly all actives have a fitted effect of over 60% in size
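In this reporter-derepression format, murine cells bearing a silenced integrated CMV-GFP locus incubate with test compound (30 h, 37 C), then are washed and imaged; fluorescent objects of 20–120 um count as induced cells.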
GAA glycogen – qHTS Assay for Inhibitors and Activators of Human alpha-Glucosidase Cleavage of Glycogen | recombinant GAA, glycogen substrate, Amplex Red glucose oxidase fluorescence | hit rate 0.38% among 300,000 | Lysosomal alpha-glucosidase (Homo sapiens), P10253 | Potency, µM (titrated, usually from 76.4 µM), for inactives: at the top dose activity change, negative = inhibition, actives largely listed as inhibitors | AID 2100, 2009;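 also: 0% = full enzyme reaction and -100% = no-enzyme basal signal; the screen sought inhibitors and activators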
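Recombinant human enzyme (4 nM); glycogen substrate; 37 C, 40 min, pH 5.0. Readout: coupled glucose oxidase/Amplex Red fluorescence.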
ALDH1A1 block – qHTS Assay for Inhibitors of Aldehyde Dehydrogenase 1 (ALDH1A1); Aldehyde dehydrogenase 1A1 (Homo sapiens), P00352; Purified ALDH1A1, NADH fluorescence, propionaldehyde substrate; Potency, µM (series often up to 75.3 µM), inactives show at the top dose activity, negative = inhibition, most hits filed as inhibitors; hit rate 7.3% among 220,000; active = well fitted inhibition curve with a large enough effect, not every such curve was filed as active; inconclusive = small, poorly fitted or top-dose-only effect, or another doubt; inactive = no such curve, though single readings can be large or run the other way;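 also: plate controls were no enzyme wells and a reference inhibitor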
Target sequence (P00352 whole entry, looked up): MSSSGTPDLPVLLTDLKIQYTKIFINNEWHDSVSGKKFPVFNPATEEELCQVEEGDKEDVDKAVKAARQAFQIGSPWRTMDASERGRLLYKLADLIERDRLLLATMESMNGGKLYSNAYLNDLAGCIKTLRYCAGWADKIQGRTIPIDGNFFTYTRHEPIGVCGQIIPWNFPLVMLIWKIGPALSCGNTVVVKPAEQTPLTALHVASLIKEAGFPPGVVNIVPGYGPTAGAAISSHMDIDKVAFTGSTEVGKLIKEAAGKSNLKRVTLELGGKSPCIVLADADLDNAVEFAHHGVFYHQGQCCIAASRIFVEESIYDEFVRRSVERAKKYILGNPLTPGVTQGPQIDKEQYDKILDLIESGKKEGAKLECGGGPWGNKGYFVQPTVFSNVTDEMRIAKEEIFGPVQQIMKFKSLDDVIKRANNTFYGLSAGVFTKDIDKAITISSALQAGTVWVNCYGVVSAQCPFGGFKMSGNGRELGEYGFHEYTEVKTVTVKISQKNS
aGal spleen mod – qHTS Assay for Inhibitors and Activators of Human alpha-Galactosidase From Spleen Homogenate; Alpha-galactosidase A (Homo sapiens), P06280; human spleen homogenate, 4MU-alpha-Gal fluorescence, 40 min; Potency, µM (top dose mostly 80 µM), for the others: top-dose activity change, negative = inhibition, actives largely listed as inhibitors; hit rate 0.008% among 240,000; AID 2107, 2009;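 also: 0% = enzyme with vehicle and -100% = no enzyme basal signal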
Target sequence (P06280 32-429 limits assumed): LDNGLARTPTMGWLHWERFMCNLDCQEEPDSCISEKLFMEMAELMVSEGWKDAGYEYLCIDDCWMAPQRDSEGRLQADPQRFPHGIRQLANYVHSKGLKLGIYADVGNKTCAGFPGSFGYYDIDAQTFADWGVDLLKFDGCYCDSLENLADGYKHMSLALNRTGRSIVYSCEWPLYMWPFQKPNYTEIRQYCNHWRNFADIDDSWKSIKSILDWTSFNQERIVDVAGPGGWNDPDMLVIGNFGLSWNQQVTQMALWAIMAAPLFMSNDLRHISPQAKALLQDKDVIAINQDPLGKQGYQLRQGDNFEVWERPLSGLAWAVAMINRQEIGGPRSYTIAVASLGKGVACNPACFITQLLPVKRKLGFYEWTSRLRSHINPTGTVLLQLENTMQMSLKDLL
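Fluorogenic readout (Ex 365/Em 440 nm) of 4-methylumbelliferone released from 1 mM 4-MU-alpha-galactoside by spleen homogenate, 40 min at 37C, pH 5.0. Data normalized to no-enzyme and enzyme controls; Hill-equation AC50 from compound titrations.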
Tau fluor counter – Counterscreen qHTS for Inhibitors of Tau Fibril Formation, Fluorescence Polarization. tau K18 P301L (four-repeat tau fragment) Alexa594 fluorescence, heparin fibrillization. Potency, µM (titrated, usually from 57.7 µM), without a hit: top-dose activity change, negative = decrease. hit rate 0.93% among 280,000; also: % is scaled to controls: 0 for no effect and ±100 for the full control effect; nearly all actives have a fitted effect of over 55% in size
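Human K18 P301L tau (15 uM unlabeled plus 0.24 uM Alexa 594-labeled, final) in 100 mM sodium acetate pH 7 was mixed with compound and 20 uM heparin and incubated 6 hr at 37 C.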
* = called active by the depositor; ? = inconclusive; nt = no result given; & = joins results of further samples; [ ] = dose if it differs, or a comment. Unless noted, calls follow the shape of the dose curve; as a rule, active = well fitted curve in the direction sought with a large enough effect; inconclusive = small, poorly fitted or top-dose-only effect, or another doubt; inactive = no such curve, though single readings can be large; an effect the other way counts as inactive or inconclusive. Potency is read from the fitted curve at half-maximal effect. An excerpt, so the mix of outcomes need not match the whole.

Results follow in this order: GAA spleen mod	GAA inhib	NPSR antag	Epigenetic reg	GAA glycogen	ALDH1A1 block	aGal spleen mod	Tau fluor counter
1: CCOC(=O)[C@]1(C#N)[C@@H]2C=CC(C(C)=O)=CN2[C@@H](C(N)=O)[C@@H]1c1ccsc1
    -6%	-5%	-8%[46.1 µM]	-0.1%	-3%	?	0%	-26%
2: CC[C@H]1CN2CC[C@@H]1C[C@H]2[C@@H](O)c1ccnc2ccc(OC)cc12
    -7%[29.1 µM]	nt	nt	-1.4%[16.9 µM]	nt	?	4%[29.1 µM]	nt
3: Oc1ccc(C2NCc3ccccc3-n3cccc32)cc1Cl (stereo unspecified)
    -12%&-1%	3%&-6%	-9%[46.1 µM]	-0.9%&-4.0%	2%&-4%	4%&3%	-9%&7%	-12%&-7%
4: COC(=O)COc1ccc(Cl)cc1Cl
    9%	nt	nt	0.8%	nt	1%	-4%	-5%
5: CC(C)C1C(=O)N2CCC[C@H]2[C@]2(O)O[C@](NC(=O)[C@@H]3C=C4c5cccc6[nH]cc(c56)C[C@H]4N(C)C3)(C(C)C)C(=O)N12 (stereo partly specified)
    -7%	nt	nt	1.1%	nt	?	15%	?
6: O=C(C(=O)N1CCc2ccccc2C1)c1cn(CC(=O)N2CCCCC2)c2ccccc12
    -5%	-6%	6%	0.0%	19%	?	-4%	-2%
7: O=C1NC(=O)C(CCc2ccncc2)(Cc2ccc3c(c2)OCO3)C(=O)N1CCc1ccccc1 (stereo unspecified)
    -6%	3%	-21%[46.1 µM]	0.5%	-7%	-19%	-3%	-5%
8: COc1ccc(OC)c(N2Cc3ccccc3C2=N)c1
    -5%	10%	9%	1.2%	1%	3%	1%	-1%
9: CC1CCCN(C(=O)CN2C3CCC2CC(O)(c2ccc(F)cc2)C3)C1 (stereo unspecified)
    nt	0%	4%	5.6%	5%	11%	-1%	-7%
10: COc1ccc(C(Nc2cccc([N+](=O)[O-])c2)P(=O)(OC(C)C)OC(C)C)cc1 (stereo unspecified)
    -5%	nt	?	2.0%	-4%	nt	4%	-5%
11: COc1ccc(N=Cc2c(O)n(Cc3cccs3)c(=O)[nH]c2=O)cc1
    -9%	12%	-7%	2.1%	6%	?	-7%	-10%
12: Cc1ccc(NP(=O)(Nc2ccc(C)cc2)Oc2ccccc2)cc1
    -2%	-9%	-52%	2.4%	-8%	1%	-1%	-12%
13: CCCOP(=O)(OCCC)C(Nc1cccc(C(F)(F)F)c1)c1ccc(C)cc1 (stereo unspecified)
    -2%	3%	?	0.0%	-21%	-6%	0%	-6%
14: CN(Cc1ccccc1)Cc1ccccc1OC(=O)N(C)C
    -3%	-1%	-1%[46.1 µM]	-6.0%	-2%	-1%	-7%	3%
15: CN(C)CC1CSCCC1(O)c1ccccc1 (stereo unspecified)
    -6%	-6%	1%[46.1 µM]	1.0%	-8%	13µM*	-4%	-4%
16: Cc1ccc(NC(=O)c2cn(CCC#N)nc2-c2ccc3c(c2)OCCO3)c([N+](=O)[O-])c1
    -15%	-1%	-17%	-1.0%	10%	4%	-4%	?
17: O=C(O)c1ccc2c(c1)C1C(Cl)C(Sc3ccccc3[N+](=O)[O-])CC1C(c1cccc([N+](=O)[O-])c1)N2 (stereo unspecified)
    -4%	-13%	-45%	-1.7%	-21%	?	-11%	-25%
18: O=C1C=CC(=O)C(Cl)=C1
    -12%	nt	nt	3.1%	nt	1.8µM*	4%	?
19: Cc1ccc(-c2nc3ccccc3c(=O)n2-n2cccc2)cc1
    -10%	-7%	-12%[46.1 µM]	2.4%	1%	-2%	-10%	1%
20: Cn1c2c(c3ccccc31)CCNCC2
    14%	nt	nt	0.4%	nt	-9%	9%	0%
21: COc1ccc(S(=O)(=O)NC(CC(=O)N2CCc3ccccc32)c2ccco2)cc1 (stereo unspecified)
    -2%	-6%	-21%[46.1 µM]	0.0%	3%	?	2%	-15%
22: CCCCC(=O)N/N=C/c1c(O)n(CC)c(=S)[nH]c1=O
    -1%	3%	14%	1.0%	-7%	-7%	-4%	14%
23: Cc1ccc(C2=NN(CCC(=O)N3CCC4(CC3)OCCO4)C(=O)CC2)cc1
    1%	-5%	7%	-4.8%	-18%	?	-2%	-4%
24: C/C=C/CC1(CC)C(=O)NC(=S)NC1=O
    -1%	nt	-14%	0.1%	4%	nt	0%	0%
25: CCOC(=O)N1CCN(C(C)C(=O)c2c[nH]c3ccccc23)CC1 (stereo unspecified)
    11%	?	4%[46.1 µM]	0.8%	-11%	17%	5%	-20%
26: Cc1cc(/C=C2\C(=O)NC(=O)N(c3cccc(F)c3)C2=O)c(C)n1-c1cc(C(=O)O)cc(C(=O)O)c1
    9%	8%	-3%	-0.3%	-23%	-2%	7%	-10%
27: Cc1cc(C)c(-n2c(O)c(/C=N/N3CCCCC3c3cccnc3)c(=O)[nH]c2=O)c(C)c1 (stereo unspecified)
    -2%	?	-10%[46.1 µM]	2.3%	5%	9%	0%	2%
28: O=[P+](Cc1ccccc1)Cc1ccccc1
    -5%	-10%	-14%[46.1 µM]	-2.4%	5%	11%	5%	-5%
29: CN1C(=O)COc2c(C(=O)N[C@@H]3CN4CCC3CC4)cc(Cl)cc21
    -2%	nt	nt	1.2%	nt	8%	0%	-5%
30: Cc1nc2nc(C)c(CCC(=O)N3CCC4(CC3)OCCO4)c(C)n2n1
    -4%	-2%	?	0.0%	3%	4%	-11%	-5%
31: CCC1(CC)C(=N)N(C)C(=O)NC1=O
    1%	-7%	29%	0.0%	1%	8%	2%	3%
32: CC(NCc1ccc(Cl)c(Cl)c1)C(O)c1ccccc1 (stereo unspecified)
    -2%	2%	-8%[46.1 µM]	-1.0%	2%	2%	-4%	-14%
33: O=C1/C(=C/c2ccncc2)N2CCC1CC2
    2%	5%	36%	2.5%	4%	?	-16%	-5%
34: Cc1cc(N2C(=O)C3CCCN3C2c2ccc(Cl)c(Cl)c2)no1 (stereo unspecified)
    4%	?	-6%[46.1 µM]	-0.3%	-1%	-5%	13%	-27%
35: COC(=O)CSc1n[nH]c(=S)s1
    7%	-11%	15%	2.1%	-2%	11µM*	0%	-2%
36: CCN(CC)C(=O)c1ccc(N2C(=O)C3CC=C(Cl)CC3C2=O)cc1 (stereo unspecified)
    5%	-15%	8%[46.1 µM]	1.6%	-3%	-6%	4%	-2%
37: Fc1ccccc1N1CCN(Cc2ccc3c(c2)OCO3)CC1
    0%	4%	-14%[46.1 µM]	-0.9%	5%	-13%	5%	-10%
38: CC[C@H](C)[C@H](NC(=O)[C@H](CCCN=C(N)N)NC(=O)[C@H](CCCN=C(N)N)NC(=O)[C@H](CC(C)C)NC(=O)[C@H](Cc1ccccc1)NC(=O)CNC(=O)CNC(=O)[C@@H](N)Cc1ccc(O)cc1)C(=O)O
    2%	nt	nt	0.0%	nt	5%	-9%	-9%
39: O=C(N=Nc1c(O)[nH]c(=O)[nH]c1=O)C1COc2ccccc2O1 (stereo unspecified)
    5%	?	14%	-0.8%	-16%	5%	1%	-11%
40: CC(=Nc1ccc2c(c1)CCC2)c1c(O)n(C)c(=O)n(C)c1=O
    2%	?	9%[46.1 µM]	-0.2%	9%	1%	9%	0%

Single entries from the entries so far.
#33 in NPSR antag = 36%
#35 in GAA inhib = -11%
#27 in Epigenetic reg = 2.3%

Arranged by length of the SMILES (largest number first): part of the list above
Results follow in this order: GAA spleen mod	GAA inhib	NPSR antag	Epigenetic reg	GAA glycogen	ALDH1A1 block	aGal spleen mod	Tau fluor counter
26: Cc1cc(/C=C2\C(=O)NC(=O)N(c3cccc(F)c3)C2=O)c(C)n1-c1cc(C(=O)O)cc(C(=O)O)c1
    9%	8%	-3%	-0.3%	-23%	-2%	7%	-10%
23: Cc1ccc(C2=NN(CCC(=O)N3CCC4(CC3)OCCO4)C(=O)CC2)cc1
    1%	-5%	7%	-4.8%	-18%	?	-2%	-4%
39: O=C(N=Nc1c(O)[nH]c(=O)[nH]c1=O)C1COc2ccccc2O1 (stereo unspecified)
    5%	?	14%	-0.8%	-16%	5%	1%	-11%
22: CCCCC(=O)N/N=C/c1c(O)n(CC)c(=S)[nH]c1=O
    -1%	3%	14%	1.0%	-7%	-7%	-4%	14%

Continuation.
Results follow in this order: GAA spleen mod	GAA inhib	NPSR antag	Epigenetic reg	GAA glycogen	ALDH1A1 block	aGal spleen mod	Tau fluor counter
41: CC[C@@]1(O)C(=O)OCc2c1cc1n(c2=O)-c2cc3ccccc3nc2C1
    ?	nt	nt	2.1%&5.5%	nt	?	?	2%&-13%
42: CC(C)(C)n1cc(C(=O)c2ccc3ccccc3c2O)cn1
    3%	-12%	-16%	1.1%	-6%	-9%	-1%	-26%
43: C=C1C(=O)O[C@@H]2C[C@@H](C)[C@H]3C=CC(=O)[C@]3(O)C[C@@H]12
    1%	nt	-46%	?	7%	nt	4%	-4%
44: Cc1cccc2c(CCN)c[nH]c12
    -2%	4%	?	2.4%	5%	2%	-3%	-11%
45: C[N+]1=C(/C=C/Nc2ccccc2)C(C)(C)c2ccccc21
    -5%	6%	4%[46.1 µM]	0.0%	0%	1%	-10%	-8%
46: CC1COC2=C1C(=O)C(=O)c1c2ccc2c1CCCC2(C)C (stereo unspecified)
    -5%&-2%	nt	nt	3.8%&1.4%	nt	22µM*	-12%&8%	?
47: COc1c(C)cc(C(=O)C2CCCN(Cc3cnc(C)s3)C2)cc1C (stereo unspecified)
    8%	nt	24%	1.1%	15%	4%	2%	4%
48: CC(=NCCCN1CCOCC1)c1c(O)[nH]c(=O)[nH]c1=O
    -4%	-5%	4%[46.1 µM]	-0.7%	11%	9%	-5%	3%
49: Cc1ccc(S(=O)(=O)NCC2CCC(C(=O)N3CCC4(CC3)OCCO4)CC2)cc1 (stereo unspecified)
    -3%	7%	-4%[46.1 µM]	-0.3%	4%	?	6%	-9%
50: COC(=O)CCCc1[se]c2ccccc2c1I
    12%	nt	nt	1.6%	nt	32µM*	9%	-20%[81.3 µM]
51: O=C(c1ccc2c(c1)OCO2)N1CCC2(CC1)OCCO2
    3%	?	11%[46.1 µM]	0.0%	3%	5%	2%	6%

Source: PubChem (National Center for Advancing Translational Sciences (NCATS))
